CSM14.1 death rescue – protection against thapsigargin-triggered cell killing – 384-well, CSM14.1, ATP luminescence, primary screen (AID 1222) | 190,000 tested, under 10 active | one-dose cellular ATP content (survival), % at 20 µM; EC50 in µM for titrated hits | CSM14.1 thapsigargin-induced death rescue, ATP luminescence; higher % means a stronger effect;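 active = EC50 below 50 µM in the dose-response confirmation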;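 also: death triggered by thapsigargin at about 15 µM added after 2 h compound pretreatment; cell ATP read after overnight thapsigargin exposure of roughly 18 to 22 hours; normalized against plate controls of thapsigargin alone and 5% DMSO vehicle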
MT stabilize HCS – microtubule stabilization, imaging screen; HeLa tubulin immunostaining HCS, 24 h; share of cells brighter than vehicle mean+2SD; % tubulin-high responders, % at 10 µM; 0.83% of 200,000 active;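 active = plate Z-score above 3 for both tubulin-high and condensed-nucleus cell shares, with cell loss under 80%, at 10 µM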;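 also: anti alpha tubulin signal scored within the nucleus-defined area of each cell; some results filed as inactive read as strong as hits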
Dynein transport – blocks dynein driven cargo transport along microtubules; 3617.4 mouse cells, GR-EGFP nuclear translocation imaging; test concentration mostly 20 µM; stimulated with dexamethasone, 1 µM; active compounds read low; z-score, hits read low; 0.47% of 220,000 active; AID 1381;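 active = plate z-score of nuclear minus cytoplasmic receptor signal below a set negative limit, without overly bright fluorescence or cell loss, cut at about -3.5 in these data, passing the limit was not always enough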;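 also: z-score of nuclear minus cytoplasmic ring GR-EGFP intensity difference per well; some compounds called inactive have numbers as strong as hits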
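Buffer or medium: Induction medium lacking tetracycline, stripped serum | Also added: Dexamethasone agonist, 1.0 µM final, for 30 min | Timing: 48 h induction, 1 h compound, 30 min dex at 37 °C | Detection: Formaldehyde fixation, Hoechst nuclear stain, 10x automated fluorescence imaging | Measure: Nuclear versus cytoplasmic GR-EGFP signal, averaged per well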
Autophagy mod – autophagy modulation, high-content screen; MEF GFP-LC3 puncta imaging; test concentration mostly 10 µM; AID 463193; 0.98% of 190,000 active; calls only at 10 µM (by protocol);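 active = percentage of spot-positive cells more than 3 SD above its plate mean, without a fluorescence outlier flag or 80% toxicity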;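 also: spot-positive cell cutoff set from DMSO-treated cells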
UTI89 phage lysis – inhibition of K1F phage lysis, E. coli UTI89, bacterial capsule biogenesis inhibitors, alamar blue (AID 488966) | inhibition, % at 100 µM; hits with a dose series show IC50 in µM | E. coli UTI89 K1F phage lysis, alamar blue, 2 h; higher % means a stronger effect | 0.02% of 340,000 active;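 active = phage lysis inhibition, versus mean bacterial control, above a set limit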;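 also: capsule biogenesis inhibitors block K1F phage lysis so surviving cells raise fluorescence; higher fluorescence means more inhibition of phage lysis; actives were called in the ten point dose series up to 300 µM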
M1AAP inhibition – P. falciparum M1AAP inhibitors, biochemical, fluorogenic H-Leu-NHMec substrate, 1536-well (AID 1445) | recombinant M1AAP, H-Leu-NHMec fluorogenic kinetic assay; higher % means a stronger effect | inhibition, % at 30 µM; hits with a dose series show IC50 in µM | 0.42% of 220,000 active;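 active = primary inhibition above the hit cutoff, then over 50% inhibition at one or more dose response concentrations, cut at about 23% in these data, passing the limit was not always enough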;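 also: plate controls were DMSO full reaction for no effect and no enzyme background for full effect; strong numbers were not always called active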
M17LAP inhibition – P. falciparum M17LAP inhibitors, primary screen, biochemical, fluorogenic H-Leu-NHMec substrate, 1536-well (AID 1619); recombinant M17LAP, H-Leu-NHMec fluorogenic kinetic assay; higher % means a stronger effect; inhibition, % at 30 µM; hits with a dose series show IC50 in µM; 0.38% of 220,000 active;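 active = compound inhibiting the enzyme by more than half at any dose during confirmatory dose-response retesting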;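 also: plate controls were full reaction with DMSO carrier for no effect and no enzyme background for full effect; strong numbers were not always called active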
bCat nuc transl – modulators of beta-catenin nuclear translocation. HeLa beta-catenin nuclear translocation, immunofluorescence imaging. nuclear translocation activity, % at 5 µM. 0.3% of 190,000 active;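 active = nuclear translocation activity above 50% at 5 µM, with a well cell count of 50 or more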;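 also: per-cell ratio of nuclear to cytoplasmic median beta-catenin stain intensity; plate controls were DMSO negative control for no effect and GSK-3 inhibitor IX positive control for full effect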
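Test system: human HeLa cells, endogenous beta-catenin. Times: 24 h compound exposure, 37°C. Measured by: beta-catenin immunofluorescence imaging with DAPI.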
Ins promoter up – MIN6 insulin promoter up-regulation | MIN6 insulin promoter-GFP reporter, high-content imaging; active compounds read high | z-score at 5 µM | 0.3% of 190,000 active;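 active = z-score above 3 at 5 µM with at least 500 cells counted in the well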
Dynein transport cytoplasmic EGFP – second read-out of Dynein transport, no call of its own (marks repeat the call); z-score; measured here: cytoplasmic GR-EGFP intensity; active compounds read high
Dynein transport nuclear GR-EGFP – further read-out of Dynein transport, marked with its call; z-score; measured here: nuclear GR-EGFP intensity;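 lower value marks the stronger effect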
Dynein transport cell count – also measured in Dynein transport; calls as there; z-score; measured here: cell count per field
Ins promoter up cell count – also measured in Ins promoter up; calls as there; cell count; measured here: cytotoxicity, nuclei count;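 total cells summed across four imaged fields per well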
bCat nuc transl cell count 5 µM – also measured in bCat nuc transl; calls as there; cell count; measured here: cell count, cytotoxicity flag
MT stabilize HCS Hoechst-high % – second read-out of MT stabilize HCS, no call of its own (marks repeat the call); % Hoechst-high responders; measured here: nuclear condensation Hoechst responders;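 share of cells brighter than vehicle mean plus two SD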
MT stabilize HCS cytotoxicity % – also measured in MT stabilize HCS; calls as there; toxicity, %; measured here: cytotoxicity by cell density;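 0% = mean cell density of plate MIN control wells and 100% = no cells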
Autophagy mod cell loss 18 h – also measured in Autophagy mod; calls as there; toxicity, %; measured here: cell loss, nuclei count;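 cell loss after 18 h compound exposure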
An asterisk follows results filed as active. Random draw from the library, and some 2.9% of all compounds hit somewhere here.

For COc1ccc(-c2nc(NC(=O)c3cc(C(C)(C)C)nn3C)sc2C)cc1 the results were CSM14.1 death rescue 2.1%, MT stabilize HCS 3.4, Dynein transport -1.33, Autophagy mod inactive, UTI89 phage lysis 0.7%, M1AAP inhibition 4.8%, M17LAP inhibition 4.4%, bCat nuc transl -1.5, Ins promoter up 0.74, Dynein transport cytoplasmic EGFP -0.195, Dynein transport nuclear GR-EGFP -0.431, Dynein transport cell count 1.76, Ins promoter up cell count 986, bCat nuc transl cell count 5 µM 1157, MT stabilize HCS Hoechst-high % 1.9, MT stabilize HCS cytotoxicity % 0.5 and Autophagy mod cell loss 18 h 18.2.
O=C(Nc1nnc(-c2ccccc2Cl)o1)c1ccc(S(=O)(=O)N2CCCCCC2)cc1 was read as CSM14.1 death rescue 0.8%, MT stabilize HCS 3.6, Dynein transport 0.257, Autophagy mod inactive, M1AAP inhibition 2.9%, M17LAP inhibition -12.2%, bCat nuc transl -7.3, Ins promoter up -0.67, Dynein transport cytoplasmic EGFP -0.175, Dynein transport nuclear GR-EGFP 0.21, Dynein transport cell count -1.14, Ins promoter up cell count 1273, bCat nuc transl cell count 5 µM 897, MT stabilize HCS Hoechst-high % 1.2, MT stabilize HCS cytotoxicity % 1.3 and Autophagy mod cell loss 18 h 14.7.
CCc1cccc(C)c1NC(=O)COn1nnc2ccc(C(F)(F)F)cc21 was read as CSM14.1 death rescue -0.6%, MT stabilize HCS 2.1, Dynein transport -0.676, Autophagy mod inactive, UTI89 phage lysis 3.9%, M1AAP inhibition 9.1%, M17LAP inhibition -5.2%, bCat nuc transl 2.1, Ins promoter up -0.51, Dynein transport cytoplasmic EGFP -0.294, Dynein transport nuclear GR-EGFP -0.713, Dynein transport cell count 1.01, Ins promoter up cell count 1203, bCat nuc transl cell count 5 µM 1021, MT stabilize HCS Hoechst-high % 1.6, MT stabilize HCS cytotoxicity % 4.5 and Autophagy mod cell loss 18 h -0.5.
Screening C=CCn1c(SCc2csc(C)n2)nc2sc3c(c2c1=O)CCC(C)C3 (stereo unspecified) returned CSM14.1 death rescue 1.5%, MT stabilize HCS 26.4*, Dynein transport -0.896, Autophagy mod inactive, UTI89 phage lysis 0.1%, M1AAP inhibition -5.9%, M17LAP inhibition -2.7%, bCat nuc transl 0.7, Dynein transport cytoplasmic EGFP -0.243, Dynein transport nuclear GR-EGFP -0.47, Dynein transport cell count 0.722, bCat nuc transl cell count 5 µM 1132, MT stabilize HCS Hoechst-high % 19.6*, MT stabilize HCS cytotoxicity % 24.4* and Autophagy mod cell loss 18 h 11.8.
CCc1ccc(OCc2nnc(SCC(=O)Nc3cccc(C(=O)N4CCOCC4)c3)o2)cc1 was read as CSM14.1 death rescue -0.7%, MT stabilize HCS 3.1, Dynein transport -0.731, Autophagy mod inactive, UTI89 phage lysis 0.2%, M1AAP inhibition 5.2%, M17LAP inhibition -6.8%, Ins promoter up -0.33, Dynein transport cytoplasmic EGFP -0.264, Dynein transport nuclear GR-EGFP -0.512, Dynein transport cell count 0.00871, Ins promoter up cell count 1279, MT stabilize HCS Hoechst-high % 3.7, MT stabilize HCS cytotoxicity % 9.1 and Autophagy mod cell loss 18 h -12.4.
CCn1c(SCC(=O)N2CCCc3ccccc32)nnc1-c1cccs1 was read as CSM14.1 death rescue -2.2%, MT stabilize HCS 2.5, Dynein transport 0.33, Autophagy mod inactive, UTI89 phage lysis 1.4%, M1AAP inhibition 5.0%, M17LAP inhibition -2.0%, bCat nuc transl -0.3, Ins promoter up 0.21, Dynein transport cytoplasmic EGFP -0.205, Dynein transport nuclear GR-EGFP -0.0348, Dynein transport cell count 0.645, Ins promoter up cell count 1934, bCat nuc transl cell count 5 µM 1094, MT stabilize HCS Hoechst-high % 2.3, MT stabilize HCS cytotoxicity % 7.1 and Autophagy mod cell loss 18 h -0.5.
For Cc1cccc2cc(CN(Cc3ccc(F)cc3)C(=O)C(F)(F)F)c3nnnn3c12 the results were CSM14.1 death rescue -0.6%, MT stabilize HCS 3.7, Dynein transport -0.23, Autophagy mod inactive, UTI89 phage lysis -0.9%, M1AAP inhibition 3.0%, M17LAP inhibition 4.3%, bCat nuc transl -4.1, Dynein transport cytoplasmic EGFP -0.212, Dynein transport nuclear GR-EGFP -0.103, Dynein transport cell count -0.547, bCat nuc transl cell count 5 µM 588, MT stabilize HCS Hoechst-high % 3.8, MT stabilize HCS cytotoxicity % 3.8 and Autophagy mod cell loss 18 h 4.8.
Cc1ccc(Cn2nnc3c(=O)n(CC(=O)NCc4ccco4)cnc32)cc1 was read as CSM14.1 death rescue -1.4%, MT stabilize HCS 4.7, Dynein transport -0.0874, Autophagy mod inactive, UTI89 phage lysis 0.0%, M1AAP inhibition 14.2%, M17LAP inhibition 15.7%, bCat nuc transl 5.2, Dynein transport cytoplasmic EGFP -0.103, Dynein transport nuclear GR-EGFP 0.465, Dynein transport cell count -1.73, bCat nuc transl cell count 5 µM 935, MT stabilize HCS Hoechst-high % 1.3, MT stabilize HCS cytotoxicity % 2.8 and Autophagy mod cell loss 18 h 26.8.
O=c1nc(SCc2c(F)cccc2Cl)nc(-c2ccc(Cl)cc2)[nH]1 was read as Dynein transport -0.183, UTI89 phage lysis -0.2%, M1AAP inhibition 6.1%, M17LAP inhibition -4.8%, bCat nuc transl 0.5, Ins promoter up -0.66, Dynein transport cytoplasmic EGFP 0.0476, Dynein transport nuclear GR-EGFP 0.417, Dynein transport cell count -2.03, Ins promoter up cell count 1160 and bCat nuc transl cell count 5 µM 1283.
`CN(C)S(=O)(=O)c1ccc2[nH]cc(/C=C/c3nc4ccccc4c(=O)n3-c3ccccc3)c2c1` gave CSM14.1 death rescue 9.0%, MT stabilize HCS 17.5, Dynein transport 0.32, Autophagy mod inactive, UTI89 phage lysis 2.1%, M1AAP inhibition 0.6%, M17LAP inhibition -15.9%, Dynein transport cytoplasmic EGFP 0.0654, Dynein transport nuclear GR-EGFP 0.401, Dynein transport cell count -0.175, MT stabilize HCS Hoechst-high % 8.4, MT stabilize HCS cytotoxicity % 42.4 and Autophagy mod cell loss 18 h 53.6.
`O=C(O)CSC(C(=O)Nc1ccc(Br)cc1)c1ccc(Cl)cc1` (stereo unspecified) gave CSM14.1 death rescue -1.5%, MT stabilize HCS 4.5, Dynein transport 1.42, Autophagy mod inactive, UTI89 phage lysis 0.1%, M1AAP inhibition -6.0%, M17LAP inhibition -4.0%, bCat nuc transl 0.2, Ins promoter up 0.19, Dynein transport cytoplasmic EGFP -0.138, Dynein transport nuclear GR-EGFP 1.25, Dynein transport cell count -1.54, Ins promoter up cell count 1412, bCat nuc transl cell count 5 µM 1527, MT stabilize HCS Hoechst-high % 0.9, MT stabilize HCS cytotoxicity % 7.6 and Autophagy mod cell loss 18 h 21.8.
Screening Cc1cc(C)c2c(=O)c(/C=C3\NC(=S)NC3=O)coc2c1 returned Dynein transport 0.0986, M1AAP inhibition 2.7%, M17LAP inhibition -14.8%, bCat nuc transl 1.1, Ins promoter up 0.14, Dynein transport cytoplasmic EGFP 0.06, Dynein transport nuclear GR-EGFP 0.68, Dynein transport cell count -0.804, Ins promoter up cell count 1039 and bCat nuc transl cell count 5 µM 1354.
Nc1cc2ccccc2oc1=O was read as CSM14.1 death rescue -1.5%, MT stabilize HCS 4.5, Dynein transport 3.03, Autophagy mod inactive, UTI89 phage lysis -0.5%, M1AAP inhibition -1.7%, M17LAP inhibition 8.2%, Ins promoter up -1.12, Dynein transport cytoplasmic EGFP 0.016, Dynein transport nuclear GR-EGFP 1.49, Dynein transport cell count -1.9, Ins promoter up cell count 1060, MT stabilize HCS Hoechst-high % 2.6, MT stabilize HCS cytotoxicity % 4.8 and Autophagy mod cell loss 18 h -22.2.
Cc1c(N2C(=O)/C(=C\c3cccc4ccccc34)SC2=S)c(=O)n(-c2ccccc2)n1C was read as CSM14.1 death rescue 0.5%, MT stabilize HCS 2.2, Dynein transport -0.615, Autophagy mod inactive, UTI89 phage lysis 5.3%, M1AAP inhibition 2.2%, M17LAP inhibition 4.9%, bCat nuc transl -1.1, Ins promoter up 0.14, Dynein transport cytoplasmic EGFP -0.325, Dynein transport nuclear GR-EGFP -0.395, Dynein transport cell count 0.502, Ins promoter up cell count 1940, bCat nuc transl cell count 5 µM 1106, MT stabilize HCS Hoechst-high % 1.1, MT stabilize HCS cytotoxicity % 3.9 and Autophagy mod cell loss 18 h -1.9.
Cc1ccc(N2CC(C(N)=O)CC2=O)cc1 (stereo unspecified) was read as CSM14.1 death rescue 1.6%, MT stabilize HCS 1.6, Dynein transport -0.485, Autophagy mod inactive, UTI89 phage lysis 0.3%, M1AAP inhibition 7.6%, M17LAP inhibition 11.4%, bCat nuc transl -3.5, Ins promoter up -0.08, Dynein transport cytoplasmic EGFP -0.228, Dynein transport nuclear GR-EGFP 0.0873, Dynein transport cell count -0.134, Ins promoter up cell count 1342, bCat nuc transl cell count 5 µM 1168, MT stabilize HCS Hoechst-high % 1.2, MT stabilize HCS cytotoxicity % 3.7 and Autophagy mod cell loss 18 h 13.7.

Screens: PubChem, several laboratories
